GalR3 antag: antagonists of human GalR3; O60755; HEK293 GalR3-CNG cAMP membrane potential fluorescence; galR3 body fused to GalR1 C-terminus; inhibition, % at 3 µM; 360,000 tested, 0.44% active; AID 651719;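 active = inhibition above the screen-wide average plus 3 SD, cut at about 13% in these data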;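 note: forskolin and galanin both at EC90 stimulate the cells; cAMP rise reported by CNG channel membrane potential dye signal; 0% = forskolin plus galanin with DMSO and 100% = forskolin alone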
Target sequence (O60755 1-299 limits assumed): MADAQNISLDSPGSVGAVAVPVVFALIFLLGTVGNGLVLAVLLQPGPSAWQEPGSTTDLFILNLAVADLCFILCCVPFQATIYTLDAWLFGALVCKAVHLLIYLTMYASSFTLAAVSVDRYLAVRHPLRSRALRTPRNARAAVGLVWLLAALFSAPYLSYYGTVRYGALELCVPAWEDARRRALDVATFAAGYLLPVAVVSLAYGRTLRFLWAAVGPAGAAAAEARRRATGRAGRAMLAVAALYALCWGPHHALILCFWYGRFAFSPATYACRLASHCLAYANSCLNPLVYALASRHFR
VIM-2 inhibitor: inhibitors of Pseudomonas aeruginosa VIM-2 metallo-beta-lactamase. inhibition, % at 5.6 µM. 290,000 tested, 0.89% active. purified VIM-2, nitrocefin hydrolysis, epi-absorbance fluorescence;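 active = inhibition above the mean of all tested compounds plus 3 SD, cutoff set per screening run, cut at about 7.5% in these data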;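 note: red hydrolysis product quenches plate fluorescence so inhibitors raise well fluorescence; 0% = enzyme with DMSO and 100% = DMSO without enzyme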
HCV NS3 hel inh: inhibitors of Hepatitis C virus NS3 helicase | NS3 helicase DNA unwinding, Cy5 molecular beacon fluorescence | inhibition, % at 10.9 µM | 290,000 tested, 0.56% active;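 active = inhibition above the mean of all tested compounds plus 3 SD, set per campaign, cut at about 35% in these data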;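 note: 0% = DMSO wells and 100% = thioflavine S control wells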
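Assay system – hepatitis C virus NS3 helicase domain fragment enzyme · Buffer or medium – MOPS pH 6.5, MgCl2, DTT, Tween20, BSA · Reagent – Cy5/quencher beacon DNA duplex and ATP to start · Compound – single 10.9 µM dose · Timing – 1 h at 25 °C · Technique – Cy5 beacon fluorescence read at start and 1 h · Measure – % inhibition of unwinding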
CRFBP-R2 block: antagonists of CRF-binding protein/CRF-R2 receptor complex; HEK293 CRF-R2/CRF-BP, CRF-induced calcium fluorescence; inhibition, % at 11.8 µM; 350,000 tested, 0.59% active;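 active = inhibition of the ligand-induced calcium signal above about 50% at the single tested concentration, limit read from the data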
IDE inh: inhibitors of human insulin-degrading enzyme in cells. P14735. 320,000 tested, 0.41% active. inhibition, % at 5.59 µM. HEK cells, FAbetaB cleavage, fluorescence polarization. AID 434962;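 active = percent inhibition above the average of all tested compounds plus 3 SD, set per screening campaign, cut at about 16% in these data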;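 note: IDE supplied by intact live HEK cells; FP after avidin binding of uncleaved biotin substrate so inhibition keeps polarization high; 0% = DMSO wells and 100% = 60 µM reference IDE inhibitor Ii1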
SUMO HTRF inh: inhibitors of human SUMOylation (UBC9); P63279; HTRF SUMOylation assay, SAE1/SAE2 + UBC9, in vitro; inhibition, % at 35 µM; 290,000 tested, 0.36% active; in the data active = inhibition above about 50%, passing the limit was not always enough; note: strong numbers were not always called active
Target sequence (P63279 whole entry, looked up): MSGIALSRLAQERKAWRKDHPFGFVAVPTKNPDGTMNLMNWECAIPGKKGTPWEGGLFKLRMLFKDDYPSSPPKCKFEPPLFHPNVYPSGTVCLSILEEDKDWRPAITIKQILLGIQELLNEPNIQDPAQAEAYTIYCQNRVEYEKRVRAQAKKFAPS
pCIP destab: lowers stability of the mouse p/CIP coactivator protein | 290,000 tested, 0.01% active | F442A p/CIP-EGFP cells, EGFP fluorescence, 16 h | decrease of EGFP signal, % at 10 µM | Q05BA5;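 active = EGFP signal decrease of at least 30% at 10 µM or well 3 SD below plate mean, unless failing retest; inactive = the rest, including hits failing retest or dose response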; note: some compounds called inactive have numbers as strong as hits; many of its hits are not listed in these tables
IMP-1 inhibitor: blocks Pseudomonas aeruginosa IMP-1 metallo-beta-lactamase. inhibition, % at 5.6 µM. 290,000 tested, 0.45% active. purified IMP-1, nitrocefin hydrolysis, epi-absorbance fluorescence;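 active = inhibition above the mean plus 3 SD of all compounds in the same screening run, cut at about 4.5% in these data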;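 note: 0% = IMP-1 with DMSO and 100% = DMSO wells lacking enzyme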
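assay system = purified recombinant IMP-1 metallo-beta-lactamase enzyme | schedule = 15 min preincubation plus 25 min reaction at 25 °C | signal = Epi-absorbance fluorescence, 480 nm excitation, 530 nm emission | read-out basis = percent inhibition from optical density relative to buffer-blank wells | controls = IMP-1 with DMSO as 0%, enzyme-free DMSO as 100%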
IDE cell activ: activators of human insulin-degrading enzyme in cells; P14735; HEK cells, FAbeta-B cleavage, fluorescence polarization; 0% vehicle, 100% cell-free pure enzyme wells; activation, % at 5.96 µM; 340,000 tested, 0.073% active; AID 493087;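 active = activation above the mean of all tested compounds plus 3 SD, set per screening campaign, cut at about 17% in these data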
The depositor's hits bear a star; . = not tested or not shown.

SMILES	GalR3 antag	VIM-2 inhibitor	HCV NS3 hel inh	CRFBP-R2 block	IDE inh	SUMO HTRF inh	pCIP destab	IMP-1 inhibitor	IDE cell activ
CCOC(=O)C1CCCN(c2oc(-c3ccc(OC)cc3)nc2C#N)C1 (centres undefined)	-5	2.4	-24	2	5	20	-4	-1.5	0
CCOc1ccc(S(=O)(=O)NN)cc1	-5	-3.9	-20	1	8	9	-7	-0.1	1
Cc1cc(Cl)ccc1OCC(=O)Nc1ccccc1CO	-1	-0.4	-8	-2	2	16	-6	-2.6	-2
CC(C)c1nnc(NC(=O)CC(C)c2ccccc2)s1 (centres undefined)	7	-1.1	3	-30	2	16	-5	-0.7	4
S=C(NCc1cccs1)Nc1ccccc1	1	-4.4	11	24	3	12	-12	-2.1	3
COc1cccc(CNC(=O)CCC(=O)N2CCOCC2)c1	-5	.	.	6	-1	.	.	.	6
O=c1oc2ccccc2c(NC2CCCCC2)c1NS(=O)(=O)c1ccc(Br)cc1	.	-2.9	10	-11	6	-2	-8	-1.1	5
CCOC(=O)C1=C(CC)Nc2ccccc2N=C1NC(=O)Nc1ccc(Cl)c(Cl)c1	-5	-2.9	6	-3	1	-14	-9	-5.9	2
CC(=O)c1cccc(NC(=S)NC2CCCCC2)c1	-3	-0.4	-3	-11	9	-3	-9	-0.5	-7
CCCc1cc(=O)oc2c(CN3CCCC3)c(O)ccc12	-1	-0.5	-5	0	1	30	10	-2.0	4
CC(C)N(C(=O)[C@H]1CC(CC(=O)NCCc2ccccn2)C(=O)N2CCc3c([nH]c4ccccc34)[C@]12C)C(C)C (some centres undefined)	5	.	.	0	-1	.	.	.	4
CCOc1ccc2oc(C(=O)OCC(=O)NC3CCCCC3)c(C)c2c1	-4	.	.	-7	10	.	.	.	-1
O=C(NNS(=O)(=O)c1ccc(Br)cc1)C1CCCCC1	1	0.3	2	-10	1	2	4	-1.5	4
CCOC(=O)c1ccc(S(=O)(=O)N2CCN(CC3CC=CCC3)CC2)cc1 (centres undefined)	-2	-0.2	-6	15	5	-15	2	-3.3	1
CC(C)(C)n1ncc2c(=O)n(CC(=O)c3ccc(Cl)cc3)cnc21	-4	0.3	-4	15	1	-12	0	-3.8	-1
CCOC(=O)c1cc(NC(=O)Nc2ccc(OC)c(OC)c2)c(C)nc1C	0	-1.5	-4	-5	3	1	-5	-6.0	-1
COC(=O)c1ccccc1NC(=O)CCC(=O)N1CCSc2ccccc21	1	-0.5	-7	-8	4	3	-2	-2.4	7
O=C(CSc1ncc(-c2ccccc2)[nH]1)Nc1cccc(O)c1	-1	-1.8	-7	6	-1	8	1	-4.7	-2
CC(=O)c1cccc(CN2CCC(n3nccc3NC(=O)c3ccc4c(c3)OCO4)CC2)c1	-1	-4.6	-2	2	-2	-3	-2	0.2	0
Cn1c(CCCCCN)nc2ccccc21	-4	-2.2	6	-6	-1	1	4	-2.6	3
COc1cc(Nc2ccccc2Cl)c([N+](=O)[O-])nc1[N+](=O)[O-]	-3	-3.9	6	-3	9	5	-8	-3.0	2
CN1CCN(S(=O)(=O)c2ccc3[nH]c(=O)oc3c2)CC1	-7	-2.2	3	1	-5	1	-14	-0.5	4
Cc1nc2c(sc(=S)n2Cc2ccco2)c(=O)n1CC(=O)Nc1ccccc1F	1	-1.6	-7	-3	-2	24	-12	6.0*	5
Cc1ccc2[nH]cc(C(=O)CN3CCN(C)CC3)c2c1	-6	-0.4	1	7	9	14	-10	0.6	6
COc1ccc(Nc2nc(N)nc(CSc3nncn3C)n2)cc1	0	-1.8	12	4	3	27	-1	-0.6	4
Cc1ccc(C(=O)CSc2nc(C)cc(C)c2C(N)=O)cc1	-8	-2.1	0	-13	11	13	0	-1.9	2
O=C(CCn1nc(-c2ccc(Cl)cc2)ccc1=O)N1CCOCC1	0	-2.5	16	3	0	17	-21	-1.4	-1
COc1ccc(N(C(C)=O)S(=O)(=O)c2cccc3cccnc23)cc1	2	-2.6	-6	13	-2	7	-8	-3.2	-2
CCOC(=O)C1CCN(C(=O)CCC2CCCC2)CC1	-5	-0.2	1	0	0	8	0	-1.6	3
C/C=C\C(=O)Nc1cccc(C2=NOC3(C2)C[C@@H](C(N)=O)N(C(=O)CC(c2ccccc2)c2ccccc2)C3)c1 (some centres undefined)	-1	.	.	4	1	2	-10	.	0

Just IDE cell activ, CRFBP-R2 block and IMP-1 inhibitor, for some of the entries so far:
| Structure | IDE cell activ | CRFBP-R2 block | IMP-1 inhibitor |
| --- | --- | --- | --- |
| Cc1nc2c(sc(=S)n2Cc2ccco2)c(=O)n1CC(=O)Nc1ccccc1F | 5 | -3 | 6.0* |
| O=C(CCn1nc(-c2ccc(Cl)cc2)ccc1=O)N1CCOCC1 | -1 | 3 | -1.4 |

Going on with the list:
SMILES	GalR3 antag	VIM-2 inhibitor	HCV NS3 hel inh	CRFBP-R2 block	IDE inh	SUMO HTRF inh	pCIP destab	IMP-1 inhibitor	IDE cell activ
Cn1c2ccccc2c2c(C(=O)NCCCN3CCCC3=O)cn(C3CCCCC3)c(=O)c21	1	-1.8	-3	-7	0	11	-11	-1.4	-4
CCN(CC)c1nc(Nc2ccc([N+](=O)[O-])cc2)nc(N(CC)CC)n1	-14	-3.3	-48	-29	5	-15	-1	-3.0	5
O=C(COc1ccc(Cl)cc1)Nc1nnc(S(=O)(=O)N2CCCCCC2)s1	-2	-1.7	-1	8	2	18	-17	-2.4	5
COC(=O)c1ccccc1C(=O)N1CC(O)CO1 (centres undefined)	-10	-1.7	2	17	-1	8	-10	-2.4	0
CC1CC(C)CN(C(=O)C(C)N(C)CC(=O)Nc2ccccc2Cl)C1 (centres undefined)	-4	-1.2	-14	3	-6	-2	9	-1.9	3
O=C(N/C(=C\c1cccs1)C(=O)N1CCOCC1)c1ccco1	2	-1.9	13	8	5	6	-8	-3.4	4
Cc1cc2occ(CC(=O)NCc3cccs3)c2cc1C(C)C	7	-2.4	-3	9	-2	-7	-2	-4.6	0
CSc1sc2ccccc2[n+]1CCCS(=O)(=O)[O-]	-6	1.6	2	2	1	-1	-5	1.8	3
O=C(O)c1cc(S(=O)(=O)NCC2COc3ccccc3O2)ccc1Cl (centres undefined)	-4	.	.	10	-3	.	.	.	-3
CC(C)(C)n1nc2c(c1NC(=O)COc1ccc(Cl)cc1)CSC2	.	-0.6	3	4	0	-1	-8	0.3	-1
Cn1ccnc1SCC(=O)c1ccc(C#N)cc1	-10	0.0	-7	-13	0	11	-15	-1.8	7
CCn1nc(CC(=O)O)c2ccccc2c1=O	-4	-2.5	-5	18	-3	5	-5	-4.1	2
COCCN1Cc2cccc(C(=O)Nc3ccc(S(=O)(=O)N4CCOCC4)cc3)c2C1=O	-6	4.0	16	6	-1	19	-10	1.4	0
Cc1cccc(OCC(=O)Nc2cc(C)c(C)cc2O)c1	-9	-2.8	-3	-3	-5	0	-7	-1.3	-1
O=C(COC(=O)CNC(=O)c1cccc(OC(F)F)c1)NCc1ccc2c(c1)OCO2	-2	.	.	-12	-4	.	.	.	0
Cc1ccc(SCc2c(C(=O)N/N=C/c3ccncc3)nnn2-c2nonc2N)cc1	0	-2.5	-1	-8	-1	10	0	-1.5	-3
CSc1nc(-c2ccccc2)nc(C(Cl)Cl)n1	2	2.2	-6	-11	2	-6	-6	-1.5	2
Fc1ccccc1CSCc1nc2ccccc2[nH]1	0	-1.4	-9	-11	6	2	-7	-3.0	-5
CC(C)c1ccc(C(=O)CSc2n[nH]c(-c3ccncc3)n2)cc1	4	-1.0	11	-8	-3	11	-14	-3.7	2
Cc1cc(C(=O)N/N=C/c2ccccc2Br)no1	-5	-2.0	-1	-16	4	33	5	-2.3	6
CN(CC(=O)Nc1c(Cl)cccc1Cl)C(=O)CCC1CCCC1	-4	1.2	-7	14	2	-13	4	-0.5	5
Cc1noc(NS(=O)(=O)c2ccc(NC(=O)c3oc4ccc(F)cc4c3C)cc2)c1C	-1	-1.4	0	2	.	22	-6	-2.5	5
COc1ccc(Cl)cc1C(=O)NNC(=O)c1cccnc1	8	-0.1	2	7	0	-11	11	-1.9	6
Cc1ccc(C(=O)N2CCN(C)CC2)cc1S(=O)(=O)N1CCCCCC1	0	-1.8	7	1	-4	2	-11	-1.0	1
COc1cc(C(=O)N2CCN(c3ccc([N+](=O)[O-])cc3)CC2)ccc1OCc1c(C)noc1C	-3	-2.0	3	29	0	0	-6	-3.2	-3
CC12CC3CC(C)(C1)CC(C(=O)N1CCCC1)(C3)C2	-1	-3.1	-22	-6	.	2	-6	-3.1	4
CN(C)C(CNc1ncccn1)c1ccccc1 (centres undefined)	-8	-2.7	-6	-12	1	17	2	-2.0	5
O=C(CN1CCOCC1)N/N=C/c1ccc(C(=O)O)cc1	-3	-4.3	-25	2	5	4	-4	-2.9	2
COc1ccccc1/C=N/NC(=O)CC(=O)NCc1cccnc1	-5	-0.5	9	9	5	6	12	-0.7	6
COc1cccc(N2CCN(C(=O)c3oc4ccccc4c3NC(=O)Cc3ccc(OC)c(OC)c3)CC2)c1	-2	-0.7	-17	8	3	-5	5	-0.3	8
Cc1ccc(N(C)S(=O)(=O)c2cccc(C(=O)Nc3nnc(C4CC4)s3)c2)cc1	3	0.8	2	-55	0	12	-43	-1.7	5
O=C(Nc1c(Cl)cc(Cl)cc1C(=O)NCCN1CCOCC1)c1cccc([N+](=O)[O-])c1	-1	-2.8	5	0	2	8	-13	-2.7	6
C[C@@H]1C(=O)OC[C@H]1NC(=O)OCc1ccccc1	-1	.	.	-3	-1	.	.	.	5
O=C(O)/C=C/C(=O)Nc1ccc(Oc2ccc(NC(=O)/C=C/C(=O)O)cc2)cc1	.	-4.1	1	.	-1	-2	-4	-3.8	.
CCOC(=O)c1c(-c2ccc(C)o2)csc1NC(=O)CN1CCCCC1	-4	-2.2	-3	-17	11	6	-8	-3.0	1
CN=C(NC1CCCCC1)c1ccc([N+](=O)[O-])cc1	-9	-1.1	0	0	-3	1	-3	-1.0	-1
O=C(Cc1c(F)cccc1Cl)c1ccc(O)cc1O	0	2.0	-4	9	0	-18	-6	-2.2	0
CCOCCCN(Cc1cc2cc(C)cc(C)c2[nH]c1=O)C(=O)N(CC)CC	-4	-5.2	2	52*	3	3	-3	-2.7	4
COc1ccc(/C=C/C(=O)Nc2cc(S(=O)(=O)N3CCOCC3)ccc2N2CCCC2)cc1OC	-6	-1.4	-3	2	0	16	-13	-2.6	6
CN(C(=O)c1ccc(=O)n(Cc2ccc(Cl)cc2)c1)c1ccccc1	-6	-3.2	-2	-3	0	15	0	-0.9	1
COc1ccccc1C(=O)NCC(=O)NCCC(c1ccccc1)c1ccccc1	-3	.	.	9	1	.	.	.	1
CN(Cc1ccon1)C(=O)CC1C(=O)NCCN1Cc1cccc(Oc2ccccc2)c1 (centres undefined)	-3	-2.5	0	-4	1	14	-15	-1.3	-1
CCOc1ccc(OCCC(=O)N2CCN(S(=O)(=O)c3ccc(F)cc3)CC2)cc1	-1	.	.	17	6	.	.	.	-2
Cn1nc(C(=O)OCC(=O)Nc2ccc(Cl)cc2Cl)c2ccccc2c1=O	-4	.	.	-5	2	.	.	.	6

High-throughput results as filed in PubChem.
